KB-V1 cytotox: kills drug-selected multidrug resistant KB-V1 cells. KB-V1 MDR cells viability, CellTiter-Glo, 72 h. Potency, µM (doses to about 46.1 µM), inactives show top-dose activity change, negative = cytotoxicity, usual class: cytotoxic. 400,000 compounds, 3.4% hits. AID 1347076; note: potency is the fitted concentration of half-maximal effect; % is set by controls: 0 for no effect and ±100 for the full control effect; nearly all actives have a fitted effect of over 60% in size
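Cytotoxicity via CellTiter-Glo luminescence after 72 h compound exposure at 37 degrees C. Cells: drug-selected KB-V1 line, DMEM phenol-red free plus 10% FBS. Compounds tested at multiple concentrations; normalized data fitted to concentration-effect curves.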
D3 ag: agonists of human D3 dopamine receptor; AID 652048; P35462; D3R DiscoveRx beta-arrestin cells, luminescence, 90 min; max activation, %; 410,000 compounds, 0.58% hits; in the data active = max activation above about 30%; note: 0% is about no effect; mostly tested at two doses, the higher about 12 µM
Target sequence (P35462 whole entry, looked up): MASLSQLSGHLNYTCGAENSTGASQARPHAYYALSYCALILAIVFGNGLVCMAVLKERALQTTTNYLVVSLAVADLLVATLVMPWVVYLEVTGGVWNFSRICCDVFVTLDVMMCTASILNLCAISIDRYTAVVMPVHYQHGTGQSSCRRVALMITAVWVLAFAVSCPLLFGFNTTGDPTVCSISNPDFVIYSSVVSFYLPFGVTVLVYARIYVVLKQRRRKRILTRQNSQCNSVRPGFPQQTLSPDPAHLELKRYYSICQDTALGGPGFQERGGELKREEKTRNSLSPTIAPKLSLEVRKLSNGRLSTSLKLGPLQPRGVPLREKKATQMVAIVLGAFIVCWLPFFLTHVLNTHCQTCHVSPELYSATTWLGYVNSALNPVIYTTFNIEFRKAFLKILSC
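Agonist mode: compounds and dopamine controls were applied to plated cells for 90 min at 37 degrees C after an overnight attachment at 1500 cells/well. Luminescent read-out followed 30 - 60 minutes at room temperature with DiscoveRx detection reagent.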
GLP1R inv ag: GLP-1 receptor (human) inverse agonism; P43220; Potency, µM (titrated, usually from 38.3 µM), inactives show at the top dose activity change, negative = inhibition, most hits filed as inhibitors; 410,000 compounds, 1.6% hits; HEK293 GLP-1R CRE-luciferase, luminescence, 24 h; GLP-1R form is constitutively active; note: potency is the fitted concentration of half-maximal effect; % is set by controls: 0 for no effect and ±100 for the full control effect; nearly all actives have a fitted effect of over 55% in size
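Using stably transfected HEK293 (constitutively active GLP-1R, cAMP-luciferase reporter), compounds were incubated 24 hr and luciferase measured by luminescence.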
DRD3 antagonist: D3 dopamine receptor (human) antagonism. 360,000 compounds, 2.5% hits. D3R cells, DiscoveRx beta-arrestin luminescence, antagonist mode; hits give low values. max response, negative = inhibition, %; in the data active = max response below about -50%; inconclusive = no clear call, values can overlap the other calls; note: % is set by controls: 0 for no effect and ±100 for the full control effect; mostly tested at two doses, the higher about 12 µM
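Cells expressing the human receptor were seeded at 1500 cells/well, incubated overnight at 37 degrees C in 5% CO2, then exposed to library compounds with dopamine controls for 90 minutes at 37 degrees C before luminescent detection.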
GLP1R cytotox: cytotoxicity in counter-screen for GLP-1R inverse agonists | HEK293 cAMP-luciferase reporter cells, luminescence, 24 h | AID 624418 | Potency, µM (highest dose often 38.3 µM), without a hit: at the top dose activity change, negative = inhibition, most hits filed as inhibitors | 410,000 compounds, 0.13% hits;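 note: loss of luciferase light is scored as toxicity; potency is the fitted concentration of half-maximal effect; % is set by controls: 0 for no effect and ±100 for the full control effect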
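Compound-treated cells are incubated 24 hr at 37 deg C under 5% CO2 after a 12 hour attachment period, then luciferase detection reagent is added and luminescence is measured following 12 min at room temperature; lowered signal indicates toxicity.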
GLP-1R agonist: agonists of human GLP-1 receptor | P43220 | HEK293 GLP-1R CRE-luciferase, luminescence, 4-6 h; cells express a hypersensitive GLP-1R form | Potency, µM (highest dose often 45.6 µM), for inactives: at the highest dose activation, usual class: activators | 380,000 compounds, 0.007% hits | AID 624172; note: potency is the fitted concentration of half-maximal effect; % of control where 0% means no effect
TDP43 rescue: inhibitors of TDP-43 toxicity in yeast; TDP-43 expressing yeast growth rescue, BacTiter-Glo, 24 h; Potency, µM (highest dose often 46.1 µM), inactives show top-dose growth rescue (activation), usual class: activators; 410,000 compounds, 1.8% hits; note: potency is the fitted concentration of half-maximal effect; % of control where 0% means no effect; nearly all actives have a fitted effect of over 50% in size
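Readout is BacTiter-Glo luminescence of cell growth, so inhibitors register as activators. TDP-43-expressing yeast at OD600=0.02 in galactose medium, after raffinose pregrowth to mid-log, were incubated with compound for 24 hr at 30 deg C.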
PTHR1 ag: activates the human parathyroid hormone receptor PTHR1; AID 743266; Potency, µM (titrated, usually from 115 µM), without a hit: top-dose activation, most hits filed as activators; Q03431; 410,000 compounds, 0.075% hits; HEK293 GP2 PTHR1 cells, GloSensor cAMP luminescence, 1 h; note: potency is the fitted concentration of half-maximal effect; nearly all actives have a fitted effect of over 55% in size; some results filed as inactive show a strong effect at the top dose; inactives centre near -15; many of its hits are not listed in these tables
Target sequence (Q03431 whole entry, looked up): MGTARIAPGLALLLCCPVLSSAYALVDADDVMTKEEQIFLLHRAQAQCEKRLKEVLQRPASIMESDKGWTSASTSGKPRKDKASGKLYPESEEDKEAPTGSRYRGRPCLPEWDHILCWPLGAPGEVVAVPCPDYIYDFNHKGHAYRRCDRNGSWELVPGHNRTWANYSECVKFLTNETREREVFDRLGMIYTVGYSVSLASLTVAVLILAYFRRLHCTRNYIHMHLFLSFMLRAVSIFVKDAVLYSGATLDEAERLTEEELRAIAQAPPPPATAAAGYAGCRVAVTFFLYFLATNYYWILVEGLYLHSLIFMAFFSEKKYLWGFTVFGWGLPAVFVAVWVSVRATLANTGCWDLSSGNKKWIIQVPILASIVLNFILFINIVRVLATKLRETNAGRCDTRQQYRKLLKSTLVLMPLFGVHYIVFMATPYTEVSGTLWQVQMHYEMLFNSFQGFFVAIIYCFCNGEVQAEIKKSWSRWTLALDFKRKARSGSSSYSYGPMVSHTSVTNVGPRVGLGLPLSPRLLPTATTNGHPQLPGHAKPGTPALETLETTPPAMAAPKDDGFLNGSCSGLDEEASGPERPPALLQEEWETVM
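HEK-293-derived GP2 cells expressing PTHR1 and a GloSensor cAMP reporter, 3,000/well, plated overnight, given luciferin plus IBMX (each 0.5 mM as added) for 1 h at 37 °C, then compound for 1 h at 37 °C. Luminescence was read after 15 min at room temperature.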
aSyn yeast inh: alpha-synuclein toxicity inhibition in yeast. Yeast expressing alpha-synuclein, growth rescue, BacTiter-Glo, 24 h. Potency, µM (titrated, usually from 46.1 µM), for the others: at the highest dose growth rescue (activation), actives largely listed as activators. 370,000 compounds, 0.14% hits; note: potency is the fitted concentration of half-maximal effect; % of control where 0% means no effect; nearly all actives have a fitted effect of over 65% in size
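Screening used galactose-induced yeast with toxic alpha-synuclein levels, exposed to compound for 24 hr at 30 deg C. Cell growth, read with BacTiter-Glo luminescence, gave the measured signal.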
Active calls of the source: *; i = inactive; u = inconclusive; x = not tested or not shown; [ ] = another dose, or the depositor's remark. Unless noted, calls come from the whole dose curve; as a rule, active = well fitted curve in the direction sought with a large enough effect; inconclusive = small, poorly fitted or top-dose-only effect, or another doubt; inactive = no such curve, though single readings can be large; an effect the other way counts as inactive or inconclusive. These rows are one share of the data; rates above refer to the full screens.

| SMILES | KB-V1 cytotox | D3 ag | GLP1R inv ag | DRD3 antagonist | GLP1R cytotox | GLP-1R agonist | TDP43 rescue | PTHR1 ag | aSyn yeast inh |
| --- | --- | --- | --- | --- | --- | --- | --- | --- | --- |
| COc1ccc(NC(=O)N(C)C[C@@H]2Oc3cc(Br)ccc3S(=O)(=O)N([C@H](C)CO)C[C@H]2C)cc1 | 3% | -9 | 9% | -20 | 5% | 4% | 28% | -19% | -3% |
| Fc1ccc(-c2ccnn2-c2ccccc2)cc1 | 26% | 3 | 0% | -2 | -23% | 12% | 23% | -6% | 0% |
| Cc1ccc(Cl)c(OCC(=O)N2CCc3ccccc3C2)c1 | 0% | -8 | u | 1 | 0% | -1% | u | -3% | 6% |
| CCOC(=O)c1sc(-n2[nH]c(C)cc2=O)nc1C | 5% | 1 | 3% | 8 | 12% | -14% | 6% | i | -8% |
| C/C(=N\O)C(C)Oc1ccc(Cl)cc1 (stereo not drawn) | -2% | -1 | -17% | -20 | -3% | 3% | 0% | i | 2% |
| CCN(CC)CCc1c(C)[nH]c(C(=O)OCc2ccccc2)c1C | u | -24 | 0% | -30 | -9% | 1% | -13% | i | 0% |
| Cc1ccc(C2=NC(C)(C)N=C2SCC(=O)Nc2ccc(Cl)cc2)cc1 | u | 3 | u | 19 | 9% | 3% | 35µM* | -21% | -9% |
| Nc1nc(CSc2nnnn2-c2ccccc2)nc(Nc2ccccc2)n1 | u | 2 | 25% | 16 | 4% | 28% | 11% | i | -7% |
| C/C(=N\NC(=O)c1cccc(Cl)c1)c1cccc(NC(=O)C(C)C)c1 | 0% | 1 | -28% | 6 | -9% | 3% | -3% | -4% | -5% |
| CCCCNC(=O)n1c(SC)nc2ccccc21 | 4% | -4 | -2% | 5 | 4% | -9% | 6% | i | 0% |
| Cc1ccccc1CN1CCC(Oc2ccc(C(=O)N3CCCC3)cc2)CC1 | 1% | -8 | u | -2 | 4% | 9% | 1% | i | 9% |
| O=C(O)C1=C[C@@H](c2ccc3c(c2)OCO3)C[C@@H](OCCCCO)O1 | -8% | 19 | -12% | 29 | 1% | 0% | 7% | u | 1% |
| O=C(Cn1cnc2c(oc3ccccc32)c1=O)N1CCN(c2ccccc2)CC1 | 10% | -5 | 0% | 10 | 10% | 0% | 22% | i | -5% |
| COc1ccc(N(C(=O)c2cnsn2)C(C(=O)NC2CCCCC2)c2ccncc2)cc1 (stereo not drawn) | 9% | 5 | 23% | 14 | 1% | 3% | 21% | -20% | 0% |
| COC(=O)c1ccccc1NC(=O)CSc1nc(=O)cc(N)n1-c1ccccc1 | 13% | 8 | -3% | x | 30% | x | u | -36%[inhibitor] | x |
| NC(=O)C1C(c2ccccc2)=C1c1ccccc1 | 21µM* | 22 | -3% | 15 | 1% | -8% | 19% | -16%[57.5 µM] | 0% |
| CCn1c(O)c(C#N)c(C)cc1=O | 8% | 1 | 25% | 1 | 14% | 0% | -14% | i | -5% |
| O=C(Cn1c(=O)oc2cc(S(=O)(=O)N3CCCCC3)ccc21)Nc1cccc(Cl)c1 | 6% | 3 | 7% | x | -10% | x | 12% | i | x |
| CCCCNC(=O)C(NC(=O)c1cccc(C(F)(F)F)c1)C(=O)c1ccccc1 (stereo not drawn) | 10% | 0 | 10% | 10 | 4% | 0% | 15% | -21% | -1% |
| COc1ccc(CNn2c(-c3ccccc3F)nc3ccccc3c2=O)cc1OC | -25% | -4 | -1% | 22 | -4% | 1% | -7% | -4% | 7% |
| C/C(CC(=O)Nc1ccc(C)c(Cl)c1)=N\NC(=O)c1cccc(O)c1 | u | 3 | u | 18 | -11% | -11% | 21% | i | 20% |
| Nc1ccc(C(=O)CC(=O)Nc2ccc(Cl)cc2)cc1 | -4% | -8 | u | -14 | -6% | 5% | 15% | i | 0% |
| CC12CCC(C(=O)N3CCN(c4ncccn4)CC3)(c3nc4ccccc4nc31)C2(C)C (stereo not drawn) | 0% | 2 | -15% | -4 | -6% | 1% | 20% | -6% | 6% |
| Cc1cc(C)c(NC(=O)CN2C(=O)NC(Cc3ccccc3)C2=O)c(C)c1 (stereo not drawn) | 8% | 0 | -3% | 8 | 0% | 9% | -14% | i | -3% |
| Oc1ccc(/C(Cc2ccc3ccccc3n2)=N\Nc2ccccc2)c(O)c1 | u | 3 | u | u | 2% | 8% | -6% | -5% | 1% |
| COc1cc(Cl)c(C)cc1NC(=O)c1ccccc1NC(=O)CN1CCN(C(C)=O)CC1 | 4% | 1 | 22% | 10 | 13% | 11% | 15% | -40%[inhibitor] | -2% |
| O=C(c1ccc(-c2cccc([N+](=O)[O-])c2)o1)N1CCN(c2ccc([N+](=O)[O-])cc2)CC1 | -9% | -3 | 2% | 13 | -2% | -13% | -8% | -25% | 1% |
| O=C(CN1C(=O)S/C(=C\c2ccc(F)cc2)C1=O)NCCCn1ccnc1 | u | 6 | u | 23 | -2% | -3% | 3% | -18% | 9% |
| COCCCNC(=O)CSc1nc2ccc(N3CCOCC3)cc2c(=O)n1CCc1ccccc1 | u | -4 | -4% | 17 | 5% | -12% | u | i | -3% |
| Cc1ccc(C)c(NC2=C(Cl)C(=O)OC2OC(C)C)c1 (stereo not drawn) | 2% | -1 | u | -2 | 6% | -1% | 16% | i | -7% |
| O=C(Nc1ncn[nH]1)c1ccc([N+](=O)[O-])cc1[N+](=O)[O-] | 0% | -3 | 0% | -5 | 2% | 13% | 30% | i | 2% |
| CC1(C)CC(=O)C2=C(C1)NC(=O)CC2c1ccccc1F (stereo not drawn) | u | 1 | -12% | -20 | 3% | 23% | -18% | i | -3% |
| Cc1nc2sc(C)c(C)n2c(=O)c1S(=O)(=O)N1CCN(c2ccccc2F)CC1 | 0% | 4 | 3% | x | -8% | x | 30% | i | x |
| N#Cc1c2c(c(=S)n(-c3ccccc3)c1N)CCCC2 | -4% | 8 | -1% | u | -5% | 16% | 7% | i | 2% |
| COCCCNC(=O)CNC(=S)N(Cc1ccc(F)cc1)C1CCCCC1 | -18% | 6 | -6% | 16 | -6% | 3% | -15% | i | 0% |
| O=C1CN(C(=O)CN2CCN(S(=O)(=O)c3ccccc3)CC2)c2ccccc2N1 | 4% | 2 | 13% | -5 | -26% | 19% | 3% | i | 1% |
| COc1cc(NC(=O)C2CC(=O)N(CCc3ccc(F)cc3)C2)cc(OC)c1OC (stereo not drawn) | -3% | -1 | 17% | -3 | 13% | 10% | 0% | i | -7% |
| Cc1cccc(OCc2occc2C(=O)Nc2cccc(-n3cnnn3)c2)c1 | 18% | 4 | u | 14 | -23% | 15% | -17% | -16% | -4% |
| CCOC(=O)[C@]12CCCC=C1N(Cc1cccc3ccccc13)C(=O)[C@H](CC(=O)N1CCOCC1)C2 | 18% | 5 | -16% | -6 | 0% | 7% | 23% | -29% | 1% |
| O=C(NCCc1ccccc1)c1cnc2ccccc2n1 | -3% | 6 | -22% | 10 | 5% | 6% | u | -21% | 6% |
| O=C(c1cnn2ccccc12)N1CCCc2ccccc21 | 18% | -1 | 10% | 2 | 5% | 2% | 25% | 0% | -8% |
| CC(C)(C)NCCOc1ccc(Br)cc1 | -2% | -10 | -13% | -52* | -5% | -9% | 0% | i | -1% |
| Cc1cc(C)c2cc(C(=O)N3CCC(C(=O)c4ccc(F)cc4)CC3)[nH]c2c1 | -23% | -8 | u | 13 | -10% | -15% | u | -32%[inhibitor] | 9% |
| CCOc1cc(C2C(C(=O)c3ccc(C)o3)=C(O)C(=O)N2CCc2ccccc2)ccc1O (stereo not drawn) | 1% | 0 | u | -56* | -11% | 5% | 6% | -8% | -10% |
| Cc1cc(NC(=O)CCN2C(=O)/C(=C\c3ccccc3Cl)SC2=S)no1 | 0% | 30 | 16% | 2 | -2% | 4% | -21%[9.22 µM] | i | -7% |
| CCC(CC)C(=O)NCc1nc2cccnc2n1Cc1ccc(F)cc1 | x | -11 | 3% | x | 26% | x | 11% | i | x |
| Cc1ccc(-n2c(=O)c3c(c4cc(C)ccc4n3C)n(CC(=O)NCCC3=CCCCC3)c2=O)cc1 | 2% | -3 | -2% | x | -5% | x | -1% | i | x |
| COc1cc(C2NC(=O)c3ccccc3O2)ccc1OC(C)C (stereo not drawn) | -7% | -7 | 11% | -8 | 10% | 2% | -8% | -37%[inhibitor] | -10% |
| NC1=NC(=O)S/C1=C\c1ccc(F)cc1 | -25% | -4 | -4%[7.66 µM] | 6 | -9%[7.66 µM] | 2% | -11% | i | 1% |

In a second layout: results already given
Below each compound: KB-V1 cytotox	D3 ag	GLP1R inv ag	DRD3 antagonist	GLP1R cytotox	GLP-1R agonist	TDP43 rescue	PTHR1 ag	aSyn yeast inh
CC(C)(C)NCCOc1ccc(Br)cc1
→ -2%	-10	-13%	-52*	-5%	-9%	0%	i	-1%
Cc1cc(C)c2cc(C(=O)N3CCC(C(=O)c4ccc(F)cc4)CC3)[nH]c2c1
→ -23%	-8	u	13	-10%	-15%	u	-32%[inhibitor]	9%
CCOc1cc(C2C(C(=O)c3ccc(C)o3)=C(O)C(=O)N2CCc2ccccc2)ccc1O (stereo not drawn)
→ 1%	0	u	-56*	-11%	5%	6%	-8%	-10%
Cc1cc(NC(=O)CCN2C(=O)/C(=C\c3ccccc3Cl)SC2=S)no1
→ 0%	30	16%	2	-2%	4%	-21%[9.22 µM]	i	-7%
CCC(CC)C(=O)NCc1nc2cccnc2n1Cc1ccc(F)cc1
→ x	-11	3%	x	26%	x	11%	i	x
Cc1ccc(-n2c(=O)c3c(c4cc(C)ccc4n3C)n(CC(=O)NCCC3=CCCCC3)c2=O)cc1
→ 2%	-3	-2%	x	-5%	x	-1%	i	x
COc1cc(C2NC(=O)c3ccccc3O2)ccc1OC(C)C (stereo not drawn)
→ -7%	-7	11%	-8	10%	2%	-8%	-37%[inhibitor]	-10%
NC1=NC(=O)S/C1=C\c1ccc(F)cc1
→ -25%	-4	-4%[7.66 µM]	6	-9%[7.66 µM]	2%	-11%	i	1%

Source: PubChem
